H9c2 TAG inh – inhibitors of triacylglycerol accumulation | inhibition, % at 12.5 µM | 230,000 tested, 0.66% active | H9c2 cells, Nile Red lipid (TAG) fluorescence; cells loaded with 200 µM oleic acid;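 active = pattern-corrected inhibition of lipid staining of at least 50% with the nuclear-stain viability signal not falling by more than 50%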;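 also: 0% = DMSO wells and 100% = triacsin C control wells; some results filed as inactive read as strong as hits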
H9c2 TAG inh DAPI viability – recorded beside H9c2 TAG inh, whose call it bears; DAPI nuclei signal change (viability), lower = more cytotoxic, %;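 whole-well DAPI fluorescence read on a plate reader as a viability signal; minus 50 percent equals half of cells still viable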
The depositor's hits bear a star; & = joins results of further samples.

molecule	H9c2 TAG inh	H9c2 TAG inh DAPI viability
O=C(CCNC(=O)Cn1cnc2ccccc2c1=O)NCC1COc2ccccc2O1 (configuration not stated)	-1	-2
COc1ccc(C(=O)O)cc1S(=O)(=O)Nc1cccc(C)c1	-8	7
O=C(Cn1cnc2c(nnn2-c2cccc(Cl)c2)c1=O)NCc1ccccc1	0	0
Cc1cccc(C)c1NC(=O)CNC(=O)CNC(=O)c1ccc2ccccc2c1	9	15
CNCc1cc(Cl)cc(OC)c1OC(C)C	-1	5
Cc1ccc(NC(=O)NCCCN2CCOCC2)cc1	-7	3
CC(=O)Nc1cc(-c2ccc(N(C)C)cc2)cn2c(-c3ccc(F)cc3)cnc12	22	-33
CCc1ccccc1S(=O)(=O)Cc1ccc(C(=O)NC(C)C)o1	13	-5
COc1ccc(/C([O-])=C(/C(=S)Nc2ccc(C)c(C)c2)n2c[n+](C)c3ccccc32)cc1OC	3	21
CCc1nc2ccccc2n1CC(=O)N1CCN(S(=O)(=O)c2cccc(C(F)(F)F)c2)CC1	32	3
Cc1cc(Nc2cccc(Cl)c2)nc(NCc2ccccc2)n1	-13	20
Cc1cc(C)n2nc(C(=O)OCC(=O)N(CCC#N)c3ccc(F)cc3)nc2n1	-1	-2
CCC(=O)N1N=C(c2ccc(C)o2)CC1c1ccc(OC)cc1 (configuration not stated)	-18	12
CCOCc1[nH]c(=S)[nH]c(=O)c1Cc1ccc(OC(C)C)cc1	2	-10
CCC1CCCCN1S(=O)(=O)c1ccc(C(=O)Nc2nnc(-c3ccccc3Cl)o2)cc1 (configuration not stated)	18	-10
O=C(O)c1ccc(COc2ccccc2/C=C2\NC(=O)N(Cc3ccc(F)cc3)C2=O)cc1	-5	2
CC(=O)OCC(=O)[C@@]1(O)CC[C@H]2[C@@H]3CCC4=CC(=O)CC[C@]4(C)[C@H]3[C@@H](O)C[C@@]21C	21&21	14&5
CSc1nc(Cc2ccccc2)cc(=O)[nH]1	3	0
O=C1OCCC1Sc1ncnc2sc3c(c12)CCC3 (configuration not stated)	20	-6
CC(C)N1CC(COc2ccccc2Cl)OC1=O (configuration not stated)	-8	8
Cc1sc2ncn(CC(=O)NCCCC(=O)N3CCN(Cc4ccc5c(c4)OCO5)CC3)c(=O)c2c1C	1	-1
CC(C)N(C(=O)[C@H]1C[C@H](CC(=O)NCCCn2ccnc2)C(=O)N2CCc3c([nH]c4cc(-c5ccco5)ccc34)[C@]12C)C(C)C	17	-5
CCCCNC(=O)C1(C)CCCCN1C(=O)c1ccno1 (configuration not stated)	2	8
O=C(N1CCOCC1)N(Cc1ccccc1)c1ccccn1	-11	7
c1coc(CSCc2cn3cccnc3n2)c1	18	-1
CC1(C)CC(=O)C2=C(C1)N(c1ccccc1)C(N)=C(C#N)C2c1ccsc1 (configuration not stated)	-11	0
Cn1cc2c(=O)n(/N=C/c3ccccc3)cnc2n1	18	-11
COc1ccc(S(=O)(=O)NCc2cccnc2)cc1C(=O)NC1CCCCC1	0	3
CCc1noc(C)c1C(=O)Oc1ccc(N(C)S(=O)(=O)c2ccccc2)cc1	-20	-7
COC(=O)c1ccc(S(=O)(=O)N(CCO)Cc2ccccc2)n1C	9	-6

Full records, quoted from the list:
CCc1nc2ccccc2n1CC(=O)N1CCN(S(=O)(=O)c2cccc(C(F)(F)F)c2)CC1 in the list: H9c2 TAG inh = 32; H9c2 TAG inh DAPI viability = 3
Cn1cc2c(=O)n(/N=C/c3ccccc3)cnc2n1 in the list: H9c2 TAG inh = 18; H9c2 TAG inh DAPI viability = -11

Pulled by structure from the entries so far, seven records:
molecule	H9c2 TAG inh	H9c2 TAG inh DAPI viability
CCOCc1[nH]c(=S)[nH]c(=O)c1Cc1ccc(OC(C)C)cc1	2	-10
Cc1cc(Nc2cccc(Cl)c2)nc(NCc2ccccc2)n1	-13	20
Cn1cc2c(=O)n(/N=C/c3ccccc3)cnc2n1	18	-11
CCc1noc(C)c1C(=O)Oc1ccc(N(C)S(=O)(=O)c2ccccc2)cc1	-20	-7
COc1ccc(S(=O)(=O)NCc2cccnc2)cc1C(=O)NC1CCCCC1	0	3
O=C(CCNC(=O)Cn1cnc2ccccc2c1=O)NCC1COc2ccccc2O1 (configuration not stated)	-1	-2
O=C(O)c1ccc(COc2ccccc2/C=C2\NC(=O)N(Cc3ccc(F)cc3)C2=O)cc1	-5	2

The listing continues:
molecule	H9c2 TAG inh	H9c2 TAG inh DAPI viability
O=C(CSc1n[nH]c(-c2cccs2)n1)N1CCCCC1	-5	-3
COC(=O)c1sc(-c2cccs2)cc1NC(=O)/C=C/C(=O)O	3	10
Cc1cc(Br)ccc1SCC(=O)Nc1cccnc1	3	5
O=C(COC(=O)c1cccnc1Cl)NCc1ccc2c(c1)OCO2	3	-2
Cc1csc(NC(=O)c2nn(C)c(C)c2[N+](=O)[O-])n1	4	-8
COc1ccc(-n2nc3c(c2NC(=O)C2CCCC2)CS(=O)C3)cc1 (configuration not stated)	4	1
O=C(Nc1cccnc1)c1ccc2nc(-c3ccccc3)c(-c3ccccc3)nc2c1	-2	12
Cc1ccc(-n2c(SCC(=O)O)nc3sc4c(c3c2=O)CCCC4)cc1	2	-9
CCN(CC)CCOC(=O)C(Cc1ccco1)Cc1cccc2ccccc12 (configuration not stated)	-2	6
NC(=O)c1c(N)sc2c1CCC2	0	-12
CC[C@]12c3[nH]c4cc(-c5ccco5)ccc4c3CCN1C(=O)[C@@H](CC(=O)NCCCOC)C[C@@H]2C(=O)N1CCN(C(=O)c2ccco2)CC1	8	-1
CCOC(=O)C1=C(C)NC(=O)NC1c1cccs1 (configuration not stated)	-7	1
COc1ccc(/C=C/C(=O)Oc2ccc(/C=N/NC(=O)COc3c(C)cccc3C)cc2)cc1	-6	-1
CC1CN(C(=S)c2cccc([N+](=O)[O-])c2)CC(C)O1 (configuration not stated)	-3	7
O=C(CNC(=O)c1ccc(Br)o1)Nc1ccc(F)c(S(=O)(=O)N2CCOCC2)c1	-5	7
COc1ccc(C(C(=O)NCC2CCCO2)N(C(=O)CNC(=O)c2cccs2)c2ccccc2C)cc1OC (configuration not stated)	2	-9
Cc1cc2ncc(S(=O)(=O)c3ccccc3)c(N)n2n1	-12	-5
CC(OC(=O)c1cc2c(s1)CCCCC2)C(=O)NC(N)=O (configuration not stated)	4	-3
CCCc1nc(C)c(-c2ccc(OC)c(OC)c2)c(=O)[nH]1	-11	5
COc1cc(-c2nnc(COC(=O)c3cccn3C)o2)cc(OC)c1OC	0	0
Cc1ccc(NC(=O)CSc2nc(C)c(Cc3ccccc3)c(=O)[nH]2)cc1	-6	2
Cc1noc(C)c1NC(=O)N(C)C[C@@H]1Oc2ccc(NC(=O)Cc3cn(C)c4ccccc34)cc2CC(=O)N([C@H](C)CO)C[C@@H]1C	-2	-7
CCOC(=O)N1CCN(C(=O)c2ccccc2NC(=O)c2ccccc2Cl)CC1	-4	5
O=c1c2c(nc3nc(NCc4ccc(Cl)cc4)[nH]n13)CCC2	-2	13
Cc1ccc(S(=O)(=O)N2CCC(C(=O)N3CCc4ccccc43)CC2)cc1C	5	6
CCOC(=O)c1ccc(-c2ccc3[nH]c4ccccc4c(=O)c3c2)cc1F	1	16
CCCCC(=O)OC1CCC2C3CCc4cc(O)ccc4C3CCC12C (configuration not stated)	-9	-2
COc1ccc(NC(=O)CN2CCCC(C)C2)c([N+](=O)[O-])c1 (configuration not stated)	34	-7
CCCCCCN1C[C@H](O)[C@@H](n2cc(-c3ccc(F)cc3)nn2)C[C@@H]1c1ccccc1	-18	16
COc1ccc(N2CCN(C(=O)c3ccc4c(Cl)c5c(nc4c3)CCCC5)CC2)cc1	15	-1

Four of the compounds above, with each value named.
COc1ccc(-n2nc3c(c2NC(=O)C2CCCC2)CS(=O)C3)cc1 (configuration not stated)
  H9c2 TAG inh: 4	H9c2 TAG inh DAPI viability: 1
CC[C@]12c3[nH]c4cc(-c5ccco5)ccc4c3CCN1C(=O)[C@@H](CC(=O)NCCCOC)C[C@@H]2C(=O)N1CCN(C(=O)c2ccco2)CC1
  H9c2 TAG inh: 8	H9c2 TAG inh DAPI viability: -1
COc1ccc(/C=C/C(=O)Oc2ccc(/C=N/NC(=O)COc3c(C)cccc3C)cc2)cc1
  H9c2 TAG inh: -6	H9c2 TAG inh DAPI viability: -1
O=C(COC(=O)c1cccnc1Cl)NCc1ccc2c(c1)OCO2
  H9c2 TAG inh: 3	H9c2 TAG inh DAPI viability: -2

Continued.
molecule	H9c2 TAG inh	H9c2 TAG inh DAPI viability
O=C1CSC(c2cn(-c3ccccc3)nc2-c2ccccc2)N1Cc1ccco1 (configuration not stated)	18	1
Cc1ccnc(SCCn2c(N3CCN(Cc4ccccc4)CC3)nc3c2c(=O)[nH]c(=O)n3C)n1	4	7
CCN(C(=O)CSc1nnc(-c2ccccc2Cl)n1N)c1c(N)n(Cc2ccccc2)c(=O)[nH]c1=O	-6	-1
COc1ccc(-c2cc(=O)oc3cc(OC(C)C(=O)O)ccc23)cc1 (configuration not stated)	-8	-2
CC1CCc2c(sc(NC(=O)CN3CCN(C(=O)c4ccco4)CC3)c2C#N)C1 (configuration not stated)	6	-12
CS(=O)(=O)N1CCN(c2ccccc2NC(=O)c2ccc3ccccc3c2)CC1	15	-6
COc1cccc(NC(=O)CN(C)C(=O)c2ccc(-n3cncn3)c([N+](=O)[O-])c2)c1	8	-4
COc1ccc(NC(=O)c2ccc(S(=O)(=O)C(F)F)cc2)c(OC)c1	1	2
CC(=O)C(Cc1ccccc1)(Cc1ccccc1)C(C)=O	-1	-7
CN(C)/C=N/NC(=O)c1ccccc1Cl	6	1
Cc1ccc(C2OC(=O)C=C2c2ccccc2)cc1 (configuration not stated)	-30	7
CCOc1ccc(CCNC(=O)c2cccc(S(=O)(=O)N3CC(C)OC(C)C3)c2)cc1OCC (configuration not stated)	35	-6
Cc1ccc(S(=O)(=O)NC2CCCCCC2)cc1	1	7
O=C(Nc1ccc(Cl)cc1F)c1ccc(-n2cncn2)cc1	-5	3
C=CCOn1c(=O)c(-c2ccccc2)[n+]([O-])c2ccccc21	11	-1
Cc1ccc(NC(=O)C2CCN(C(=O)c3ccccc3C)CC2)cc1	6	-7
CCc1n[nH]c(=O)n1Cn1c(CC)n[nH]c1=O	24	-14
O=C(N1CCCC1)C(F)(F)Oc1ccc(F)cc1	-1	11
O=C(NC1C(=O)NNC1c1ccccc1)c1ccc(F)cc1 (configuration not stated)	0	3
Cc1cc(C)nc(NC(=O)c2ccc(Cl)c([N+](=O)[O-])c2)n1	15	5
Cc1ccc(OCC(=O)NNC(=S)NC(=O)c2ccc(Br)o2)c(C)c1	6	3
COc1nc(OCC#N)nc(N2CCCCC2)n1	-1	6
CCCc1cc2c(=O)c(-c3nc4ccccc4s3)c(COCC(=O)O)oc2cc1O	5	22
Cc1ccc(C)c(C(C)NC(=O)CC#N)c1 (configuration not stated)	-10	11
Cc1nnc(SCC(=O)Nc2sc3c(c2C#N)CCCC3)[nH]c1=O	-7	-3
Clc1ccc(Cn2cc(/C=N/n3cnnc3)c3ccccc32)cc1	7	-4
O=C(COC(=O)c1ccc(Cl)nc1)c1ccc2c(c1)OCCO2	11	2
O=C(Cn1ccc([N+](=O)[O-])n1)NCc1ccccc1	4	4
COc1cc(C2CC(=O)Oc3c(C(CCN4CCN(c5ccccc5)CC4)c4ccc(N(C)C)cc4)c(OC)cc(OC)c32)cc(OC)c1OC (configuration not stated)	24	3
COc1ccc(/C=C/C(=O)c2ccc[nH]2)c(OC)c1OC	-4	1
C=CCn1c(C)cc(C(=O)COC(=O)C2CC(=O)N(Cc3ccccc3)C2)c1C (configuration not stated)	-1	11
c1ccc(C2=Nn3c(nnc3-c3ccncc3)SC2)cc1	-17	4
Cc1cc(C)cc(C(=O)NC(CC(N)=O)c2ccc(NC3CCCCC3)c([N+](=O)[O-])c2)c1 (configuration not stated)	3	0
Cc1cc(C)c2c(NC(=S)NC(=O)c3ccccc3)nn(C)c2n1	-6	7
O=C(Nc1ncccc1Cl)c1ccc2c(c1)OCCO2	7	0
C/C(=N\Nc1ccccc1)c1cc2ccccc2oc1=O	4	-1
CCn1c(SCC(=O)N2CCN(c3ccccc3)CC2)nc2c([nH]c3ccccc32)c1=O	35	-13
CN(Cc1ccc(Cl)c(Cl)c1)C(=O)c1ccccc1SCC(=O)N1CCCC1	-6	15
Cc1n[nH]c(=O)n1-c1ccc(C(C)C)cc1	1	1
CCOc1ccc(-n2c([S-])c(C(=O)Nc3ccc(S(=O)(=O)N4CCOCC4)cc3)[n+]3cc(C(N)=O)ccc23)cc1	12	-9
CC1CCc2onc(C(=O)O)c2C1 (configuration not stated)	12	4
COc1ccc(NC(=O)c2ccc(NS(=O)(=O)c3c(C)noc3C)cc2)cc1OC	6	-3
CCOc1ccc(Nc2oc(-c3ccco3)nc2C#N)cc1	7	-4
COC(=O)c1ccc2c(=O)n(CCN3CCOCC3)c(SCC(=O)C(C)(C)C)nc2c1	5	-2

These rows are one share of the data; count on the stated rates, not on these rows.
